MrgX1 PAM: human MrgX1 positive allosteric modulation, primary screen; Q96LB2; MrgX1-HEK293, Fluo-4 calcium flux, FDSS; hits give high values; B-score at 10 µM; 0.63% of 310,000 active; AID 588675;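 active = plate-corrected calcium response at least 3 library SD above typical, normal starting fluorescence, not activating the receptor alone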;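 also: compound read alongside a low EC10 to EC30 dose of BAM8-22 agonist; peak minus trough fluorescence over baseline measured at the second addition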
Target sequence (Q96LB2 whole entry, looked up): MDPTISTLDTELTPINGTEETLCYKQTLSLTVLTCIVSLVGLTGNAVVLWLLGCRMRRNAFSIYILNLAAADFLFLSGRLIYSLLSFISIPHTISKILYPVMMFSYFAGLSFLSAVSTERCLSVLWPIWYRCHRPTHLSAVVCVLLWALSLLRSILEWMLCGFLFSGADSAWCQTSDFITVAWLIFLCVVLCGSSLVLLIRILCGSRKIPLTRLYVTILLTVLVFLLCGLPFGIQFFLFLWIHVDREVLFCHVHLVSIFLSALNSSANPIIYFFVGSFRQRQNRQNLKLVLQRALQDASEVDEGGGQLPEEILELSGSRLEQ
SKKanGAS inh: inhibitors of SKKanGAS S. pyogenes growth in kanamycin (SK-promoter or general growth effect) | inhibition, % at 7.5 µM | BacTiter-Glo, 6 h | 1.3% of 300,000 active | AID 1662;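 active = mean replicate score, as percent of positive control median, at least 50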;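 also: strain carries kanamycin resistance gene driven by streptokinase promoter and grows in 40 µg/ml kanamycin; loss of luminescence reflects streptokinase promoter inhibition or plain growth inhibition; 0% = median of DMSO wells and 100% = positive control at its reference dose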
RGS4 act: potentiators or activators of RGS4; HEK293 M3R/inducible RGS4, carbachol calcium flux Fluo4; hits give low values; 0.92% of 310,000 active; B-score at 10 µM;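 active = B-score of the integrated calcium signal more than 4 SD below the library mean, with starting fluorescence not abnormally high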;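 also: negative B-score means reduced calcium response which marks RGS4 activation or potentiation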
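Test system: HEK293 cells with stable M3R and inducible RGS4; also added: carbachol at ECmax as muscarinic agonist stimulus; schedule: dye loading 30 min 37 °C, buffer rest 30 min RT; technique: kinetic calcium fluorescence imaging with Fluo4-AM dye, 2 µM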
Platelet DG rel: modulates dense granule release in human platelets; human platelet-rich plasma, SFLLRN dense granule ATP release, luminescence; inhibition, %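 (compounds screened at 7.5 µM in platelet-rich plasma)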; 0.22% of 300,000 active; AID 1663;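 active = mean replicate score, as percent of positive control, at or above 50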
HIF activator: HIF pathway transcriptional activation; AID 1910; 0.32% of 300,000 active; U2OS HRE-luciferase reporter, luminescence; normalized: DMSO 0%, desferrioxamine 100%; activation, % at 7.5 µM (by protocol);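 active = mean activation of at least 10% of the iron chelator positive control signal, with at least half of replicates also reaching 10%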
RGS4 block: human RGS4 inhibition | P49798 | HEK293 M3R/RGS4 inducible, Fluo-4 calcium flux; hits give high values; triggered by carbachol at its EC20 | B-score at 10 µM | 0.45% of 310,000 active;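 active = B-score, a plate-corrected calcium signal, over three deviations above library mean, with baseline fluorescence within five deviations of library mean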;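 also: RGS4 expression induced by doxycycline in cells with stable M3 receptor; B-score is computed from the integrated fluorescence ratio over baseline after carbachol; higher B-score means a larger calcium signal and so more RGS4 inhibition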
MrgX1 ag: human MrgX1 receptor agonism, primary screen | MrgX1-HEK293 cells, Fluo-4 calcium fluorescence, agonist mode; hits give high values | Q96LB2 | B-score at 10 µM | 0.44% of 310,000 active;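 active = calcium response B-score plate-corrected fluorescence ratio at least 3 library SD, with starting fluorescence B-score inside 5 SD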
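Test system: Stable human MrgX1 HEK293 cell line | Schedule: Overnight plating before 1 h dye loading | Read-out basis: Baseline-normalised fluorescence change ratio, B-scored | Detection: Kinetic calcium dye fluorescence, Fluo-4 NW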
TRPC4 inh: blocks the mouse TRPC4 cation channel. Q9QUQ5. HEK293 TRPC4beta/mu-opioid, DAMGO-evoked Fluo4 calcium flux; hits give low values. B-score at 10 µM. 0.39% of 300,000 active;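 active = B-score over 3 SD under the library average, no early fluorescence shift, positive overall ratio signal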
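Assay system – HEK293 line stably carrying TRPC4beta and mu-opioid receptor · Doses – single dose · Detection – Fluo4 calcium-dye fluorescence, kinetic read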
TRPC6 inhibitor: mouse TRPC6 channel inhibition | Q61143 | HEK293-TRPC6, membrane potential dye, ACh-evoked depolarization; hits give low values | B-score at 10 µM | 1.1% of 310,000 active;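 active = B-score under library mean minus 3 SD, initial fluorescence not abnormally high, positive integrated signal ratio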;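 also: B-score derived from integrated fluorescence ratio over the kinetic read; more negative B-score means stronger inhibition of depolarization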
TRPC6 act: activates the mouse TRPC6 cation channel | Q61143 | HEK293-TRPC6 membrane potential dye fluorescence; hits give high values | B-score at 10 µM | 0.13% of 310,000 active;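 active = B-score of the integrated fluorescence ratio above library mean plus 3 SD, and starting fluorescence ratio within library mean plus 5 SD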;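 also: higher score means more depolarization so channel activation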
MrgX1 antag: antagonists of human MrgX1 receptor | Q96LB2 | MRGX1-HEK293 calcium flux, Fluo-4, BAM8-22 antagonism; hits give low values | B-score at 10 µM | 1.3% of 310,000 active;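 active = calcium-response B-score plate-corrected more than 3 library SD below zero, starting fluorescence within 5 deviations, no agonist response on first addition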;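 also: peak minus trough fluorescence over baseline after final BAM8-22 challenge near maximal dose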
The depositor's hits bear a star; i = inactive. The list is partial, so the mix of outcomes need not match the whole.

SMILES | MrgX1 PAM | SKKanGAS inh | RGS4 act | Platelet DG rel | HIF activator | RGS4 block | MrgX1 ag | TRPC4 inh | TRPC6 inhibitor | TRPC6 act | MrgX1 antag
O=C(CCN1CCN(CCO)CC1)N1c2ccccc2Sc2ccc(C(F)(F)F)cc21 | i | -3 | i | -3 | 0.1 | i | i | i | i | i | i
